# GRP78 ERSR act – qHTS for Inducers of the Endoplasmic Reticulum Stress Response (ERSR) in Human Glioma: qHTS. U87-MG GRP78 promoter luciferase reporter, 16 h. Potency, µM, for the others: top-dose activation, hits mostly activators. 420,000 tested, 0.02% active. AID 602332, 2012; also: potency is read from the fitted curve at half-maximal effect; series mostly up to about 76 µM; % of control where 0% means no effect; nearly all actives have a fitted effect of over 35% in size
#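 Stably transfected U87-MG glioma cells carrying a GRP78-based luciferase sensor; 16 h compound incubation. Luminescence end-point read 10 min after Bright-Glo addition at room temperature.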
# Vif-APOBEC3G blk – qHTS for Inhibitors of Vif-A3G Interactions: qHTS; HeLa A3G-eYFP + Vif (tagged APOBEC3G with the HIV-1 protein that degrades it), YFP fluorescence, overnight; Potency, µM (titrated, usually from 46.1 µM), inactives show top-dose activity, negative = active, hits mostly inhibitors; 410,000 tested, 0.076% active; AID 602310, 2012;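 also: potency is read from the fitted curve at half-maximal effect; % is scaled to controls: 0 for no effect and ±100 for the full control effect; nearly all actives have a fitted effect of over 60% in size; hits raise eYFP signal because A3G escapes Vif-driven loss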
#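 HeLa cells stably expressing Vif and C-terminally eYFP-tagged A3G, seeded overnight at 37 deg C, then exposed to compound by pintool overnight at 37 deg C. Rise in yellow fluorescence (Ex 488/Em 500-530, Acumen) marks blocked Vif-driven A3G degradation.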
# mIDH1 inhibitor – qHTS for Inhibitors of mutant isocitrate dehydrogenase 1 (IDH1): qHTS | IDH1-R132H enzyme, NADPH consumption, diaphorase/resazurin fluorescence | 390,000 tested, 0.093% active | Potency, µM (top dose mostly 76.6 µM), without a hit: top-dose activity change, negative = inhibition, usual class: inhibitors | AID 602179, 2012; also: potency is read from the fitted curve at half-maximal effect; % is scaled to controls: 0 for no effect and ±100 for the full control effect; nearly all actives have a fitted effect of over 65% in size
# Target sequence (O75874 whole entry R132H, stated change not applied): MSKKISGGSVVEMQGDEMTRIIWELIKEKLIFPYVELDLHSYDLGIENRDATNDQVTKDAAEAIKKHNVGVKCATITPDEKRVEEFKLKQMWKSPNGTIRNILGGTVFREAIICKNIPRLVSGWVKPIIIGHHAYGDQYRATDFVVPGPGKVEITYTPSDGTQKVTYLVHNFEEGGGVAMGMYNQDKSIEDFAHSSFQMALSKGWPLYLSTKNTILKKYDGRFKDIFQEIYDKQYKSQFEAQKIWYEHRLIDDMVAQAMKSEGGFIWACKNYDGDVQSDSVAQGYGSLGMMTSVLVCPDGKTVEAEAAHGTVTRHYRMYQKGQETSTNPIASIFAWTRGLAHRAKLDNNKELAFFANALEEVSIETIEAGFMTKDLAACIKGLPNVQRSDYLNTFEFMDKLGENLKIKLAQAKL
#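 IDH1-R132H (0.5 ug/mL dispensed) in pH 7.5 Tris buffer was preincubated 30 min with compound, then given a substrate mix of 0.016 mM NADPH and 2 mM alpha-KG for 80 min at room temperature; remaining NADPH was read by diaphorase/resazurin fluorescence.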
# USP1 inh – Inhibitors of USP1/UAF1: Primary Screen. recombinant USP1/UAF1, Ub-Rhodamine cleavage fluorescence. Potency, µM (top dose mostly 57.1 µM), for the others: top-dose activity change, negative = inhibition, actives largely listed as inhibitors. 390,000 tested, 0.23% active. AID 743255, 2014; also: potency is read from the fitted curve at half-maximal effect; % is scaled to controls: 0 for no effect and ±100 for the full control effect; nearly all actives have a fitted effect of over 60% in size; inactives centre near -12
#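 1 nM enzyme complex + cpd, 15 min RT; start with Ub-Rho 150nM final; kinetic fluorescence ex 480/em 540, 6 reads q60 s. Buffer 50mM HEPES pH 7.8, 0.5mM EDTA, 0.1 mg/ml BSA, 1mM TCEP, 0.01% Tween-20.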
# Vif-APOBEC3F blk – qHTS for Inhibitors of Vif-A3F Interactions: qHTS. HeLa A3F-eYFP + Vif (tagged APOBEC3F with the HIV-1 protein that degrades it), YFP fluorescence increase. Potency, µM (series often up to 46.1 µM), for inactives: at the top dose activity, negative = active. 390,000 tested, 0.2% active. AID 602313, 2012; also: potency is read from the fitted curve at half-maximal effect; % of control where 0% means no effect; nearly all actives have a fitted effect of over 65% in size
#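 HeLa cells stably expressing Vif plus C-terminally eYFP-tagged A3F were seeded, incubated overnight at 37 deg C, dosed with compound, incubated overnight again at 37 deg C. Yellow fluorescence (Ex 488/Em 500-530) reported blocked Vif-mediated A3F-eYFP degradation.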
# TrxR1 substrate – qHTS Assay for Substrates of Mammalian Selenoprotein Thioredoxin Reductase 1 (TrxR1): qHTS. Thioredoxin reductase 1, cytoplasmic (Rattus norvegicus), O89049. purified TrxR1 substrate turnover, NADPH consumption readout. Potency, µM (doses to about 114 µM), for inactives: at the top dose activity change, negative = substrate turnover. 390,000 tested, 0.01% active. AID 588456, 2011; also: potency is read from the fitted curve at half-maximal effect; % is scaled to controls: 0 for no effect and ±100 for the full control effect; nearly all actives have a fitted effect of over 50% in size
# Target sequence (O89049 whole entry, looked up): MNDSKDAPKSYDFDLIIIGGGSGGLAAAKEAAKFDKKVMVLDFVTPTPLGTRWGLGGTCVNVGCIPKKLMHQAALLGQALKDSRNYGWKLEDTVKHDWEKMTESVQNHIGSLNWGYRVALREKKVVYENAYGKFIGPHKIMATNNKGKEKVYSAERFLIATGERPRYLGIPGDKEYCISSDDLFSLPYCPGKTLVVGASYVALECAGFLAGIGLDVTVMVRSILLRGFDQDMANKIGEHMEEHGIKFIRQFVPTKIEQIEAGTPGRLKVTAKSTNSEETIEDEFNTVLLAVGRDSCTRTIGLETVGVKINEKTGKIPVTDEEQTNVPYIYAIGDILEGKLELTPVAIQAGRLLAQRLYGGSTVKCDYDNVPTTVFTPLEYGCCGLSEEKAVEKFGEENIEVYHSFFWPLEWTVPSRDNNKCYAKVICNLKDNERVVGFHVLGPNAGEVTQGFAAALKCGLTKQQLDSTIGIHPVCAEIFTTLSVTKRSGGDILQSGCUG
#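 Rat TrxR1, dispensed at 90 nM, was prereduced with 400 uM NADPH (final) for 5 min at ~22 deg C, then incubated with compound 15 min before 400 uM selenite. A first-read NADPH fluorescence drop versus no-compound background flagged substrates.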
# RXFP1 agonist – qHTS Assay for Agonists of the Relaxin Receptor RXFP1. Relaxin receptor 1 (Homo sapiens), Q9HBX9. HEK293T-RXFP1 cAMP TR-FRET, 30 min; response scale: percent of porcine relaxin response, buffer zero. Potency, µM (top dose mostly 57.5 µM), for the others: at the top dose activation, hits mostly activators. 370,000 tested, 0.3% active. AID 2676, 2010; also: potency is read from the fitted curve at half-maximal effect; % is scaled to controls: 0 for no effect and ±100 for the full control effect; nearly all actives have a fitted effect of over 60% in size; many of its hits are not listed in these tables
#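 Agonist response is measured as cAMP accumulation in an RXFP1-transfected HEK293T line under PDE4 inhibition. Values are scaled between buffer-only and 29 nM porcine relaxin, and EC50s come from standard Hill equation fits.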
# LDHA inh – qHTS assay for inhibitors of human lactate dehydrogenase; activity change, % (values are at about 110 or 230 µM); 480,000 tested, 0.15% active; purified LDHA, NADH/diaphorase-resazurin fluorescence; stronger effect = lower value; in the data active = activity change below about -30%; inconclusive = mostly about -25% to -30%;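 also: plate controls were DMSO wells for no effect and wells without enzyme for full effect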
#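 Resorufin fluorescence (ex540/em590), read at 0 and 20 min after diaphorase/resazurin addition, reports the NADH left after a 5 min room-temperature reaction of 2 nM human LDH5 with 0.06 mM NADH and 0.2 mM pyruvate.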
# PI4K2A inh – qHTS for small molecular inhibitors of PI4K2A | Phosphatidylinositol 4-kinase type 2-alpha (Homo sapiens), Q9BTU6 | purified PI4K2A, ADP-Glo luminescence, 1 h; stronger effect = lower value | AID 1346378, 2018 | 420,000 tested, 0.13% active | activity change, negative = inhibition, % at 76.9 µM; in the data active = activity change below about -50%; inconclusive = mostly about -30% to -49%;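 also: -100% = wells without enzyme as full effect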
#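 PI4K2A activity was measured by ADP-Glo luminescence: enzyme (4 ug/mL stock) and phosphatidylinositol (1.2 mM stock) in Tris pH 7.5/MgCl2/EGTA/Triton X-100 buffer were reacted with ATP (300 microM stock) for one hour at ambient temperature.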
# * hit, by the source's call; u = inconclusive; x = no result given; & = joins results of further samples; [ ] = dose if it differs, or a comment. Unless noted, calls follow the shape of the dose curve; as a rule, active = well fitted curve in the direction sought with a large enough effect; inconclusive = small, poorly fitted or top-dose-only effect, or another doubt; inactive = no such curve, though single readings can be large; an effect the other way counts as inactive or inconclusive.
SMILES,GRP78 ERSR act,Vif-APOBEC3G blk,mIDH1 inhibitor,USP1 inh,Vif-APOBEC3F blk,TrxR1 substrate,RXFP1 agonist,LDHA inh,PI4K2A inh
O=C1CSC(c2ccc(Cl)cc2)N1C1CCCCC1 (centres undefined),5%,-22%,1%,7%,-7%,3%[57.1 µM],1.5%,0,5
CCC1(C)N([O-])C(C)=C(c2ccccc2)[N+]1=O (centres undefined),-5%,-2%,11%,-11%,-9%,8%[57.1 µM],1.1%,-7,-9
O=C(Oc1ccccc1C(=O)N1CCOCC1)c1ccc(Br)cc1,-6%,2%,1%,-17%,12%,1%[57.1 µM],2.4%,1,-5
COc1ccc(N2C(=O)[C@@H]3[C@H](C2=O)[C@H]2c4ccccc4C=CN2[C@@H]3C(=O)Nc2ccccc2)cc1,1%,1%,-7%,u,6%,-21%,0.0%,10,-22
N=c1sccn1CC(=O)Nc1cccc(Oc2ccccc2)c1,-5%,1%,8%,-17%,5%,-13%,0.3%,-1,4
O=C(c1ccc2c3c(cccc13)CC2)C1CCCN(C(=O)c2ccc(=O)[nH]c2)C1 (centres undefined),-4%,-1%,4%,-7%,1%,5%[57.1 µM],1.0%,-1,-3
COc1ccc(NS(=O)(=O)c2ccc(NC(=S)NC(=O)C(C)C)cc2)cc1,-5%,-2%,2%,-19%,-8%,-11%,-0.6%,-3,2
Cc1ccccc1CNS(=O)(=O)c1ccccc1[N+](=O)[O-],-2%,1%,2%,-3%,-14%,18%,0.5%,1,-1
CC(=O)c1cc2c(cc1N/C(=N/S(=O)(=O)c1ccc(Cl)cc1)c1ccc(F)cc1)OCO2,-2%,3%,-3%,-20%,5%,8%[57.1 µM],7.1%,2,-1
CCCCOc1ccc(/C=C/C(=O)Nc2ccc([N+](=O)[O-])cc2C)cc1,-4%,-3%,6%,-14%,1%,-6%,2.3%,1,-2
CC1(C)Cc2c(sc3nc4n(-c5ccccc5)c(=O)c(CCC(=O)O)nn4c(=O)c23)CO1,-4%,0%,2%,-7%,-13%,-5%,2.1%,38,6
COc1ccccc1NC(=O)c1ccc([N+](=O)[O-])cc1[N+](=O)[O-],-4%,-6%,13%,-10%,1%,-21%[57.1 µM],-0.2%,6,-1
NNC(=O)C1C(O)CCC2CN3CCc4c([nH]c5ccccc45)C3CC21 (centres undefined),-3%,-8%,4%,-16%,-7%,13%[57.1 µM],x,4,-1
O=C1CC(c2nc3ccccc3n2CCC2CCCCC2)CN1c1ccccc1Cl (centres undefined),-3%,4%,-28%,-18%,2%,1%,-0.3%,-3,3
CC(C)(C)OC(=O)C[C@H]1C/C=C\C[C@@H](CC(=O)NCCO)C(=O)NC[C@H](c2ccccc2)OC1=O,-2%,-2%,13%,-27%,-2%,-1%,x,0,4
Cc1cccc(N2CCN(C(=O)CCc3nc4ccccc4c(=O)[nH]3)CC2)c1C,-1%,-4%,-8%,-3%,-5%,8%[57.1 µM],x,-8,-6
COc1ccc(N2C(=O)CC(NC3CC3)C2=O)cc1 (centres undefined),0%,-5%,8%,-10%,3%,-2%,0.2%,0,7
COCCCn1c(SCC(=O)Nc2ccccc2)nnc1-c1ccncc1,-1%,-1%,0%,-19%,-6%,0%,-1.8%,-4,0
Cc1cccc(OCC(=O)Nc2ccc3c(c2)nc2n3CCOC2)c1,0%,0%,6%,-7%,5%,-7%,3.4%,-5,8
CCN(CC)C(=O)c1cc(-c2ccc(Br)cc2)on1,15%,1%,1%,-15%,-4%,2%,-1.1%,-10,0
CCN(CC(=O)NCCC1=CCCCC1)S(=O)(=O)c1ccccc1,-2%,1%,-3%,-1%,4%,-1%,2.1%,-2,-1
CCc1ccc(CNC(=O)c2ccc(-c3nc(CS(=O)(=O)c4ccccc4)c(C)o3)cc2)cc1,6%,-7%,-1%,u,-1%,10%,1.6%,2,4
Cc1cc(=O)[nH]c(N2CCOCC2)n1,-3%,0%,-4%,0%,2%,-1%[57.1 µM],0.1%,-6,2
C=CCc1ccccc1OCC(O)CN1CCN(c2ccccc2OC)CC1 (centres undefined),-4%&-4%,-6%&0%,1%&5%,u,-2%&-8%,-1%[57.1 µM],-0.6%,2&-15,7&-12
O=C(Nc1ccc(-c2nnc(-c3ccccc3)o2)cc1)C(F)(F)F,3%,2%,9%,-6%,6%,4%,5.8%,-7,0

# Random excerpt: 3 entries already listed
SMILES,GRP78 ERSR act,Vif-APOBEC3G blk,mIDH1 inhibitor,USP1 inh,Vif-APOBEC3F blk,TrxR1 substrate,RXFP1 agonist,LDHA inh,PI4K2A inh
CCN(CC(=O)NCCC1=CCCCC1)S(=O)(=O)c1ccccc1,-2%,1%,-3%,-1%,4%,-1%,2.1%,-2,-1
CCc1ccc(CNC(=O)c2ccc(-c3nc(CS(=O)(=O)c4ccccc4)c(C)o3)cc2)cc1,6%,-7%,-1%,u,-1%,10%,1.6%,2,4
O=C(Oc1ccccc1C(=O)N1CCOCC1)c1ccc(Br)cc1,-6%,2%,1%,-17%,12%,1%[57.1 µM],2.4%,1,-5

# Following part.
SMILES,GRP78 ERSR act,Vif-APOBEC3G blk,mIDH1 inhibitor,USP1 inh,Vif-APOBEC3F blk,TrxR1 substrate,RXFP1 agonist,LDHA inh,PI4K2A inh
CC(NC(=O)CN1c2cccc3cccc(c23)S1(=O)=O)c1ccccc1 (centres undefined),-1%,-2%,8%,5%,-17%,x,x,8,-3
O=C(c1cc(C2CC2)nn1-c1ccccc1)N1CCN(Cc2c(F)cccc2Cl)CC1,-3%,0%,-11%,-13%,0%,0%,1.7%,-1,-6
Cc1nn(C)c(C)c1NC(=O)CSc1nnc(C)n1-c1ccccc1,-4%,3%,6%,-10%,-7%,-3%,0.5%,2,4
Cc1cc(C(C)(C)C)oc1C(=O)N(CC(=O)NC1CCCC1)c1c(C)cccc1C,-5%,2%,7%,-24%,-11%,-2%,-1.2%,3,-3
CC1Cc2ccccc2N1C(=O)CSc1ccccn1 (centres undefined),-1%,-1%,5%,-20%,-2%,x,x,-12,3
O=C(NCCN1Cc2ccccc2C1=O)c1cccs1,10%,-1%,-3%,0%,-3%,-7%,0.0%,2,-3
NC(=NCCc1ccccc1)NS(=O)(=O)c1ccc2ccccc2c1,-2%,-1%,-1%,-13%,-2%,4%,0.4%,-3,-5
COc1ccc(CC(=O)Nc2cc(C)ccn2)cc1,0%,3%,-4%,-7%,-5%,10%,3.1%,-14,6
Cc1ccc(N=Cc2ccc(N(C)C)cc2)cc1C,-5%,-1%,5%,-10%,-5%,-10%,-2.7%,-3,-2
O=c1[nH]n(-c2ccccc2)c(=O)c(Cl)c1Cl,-5%,1%,17%,-2%,-4%,-9%,1.6%,3,0
CCN(CC)c1ccc(NC(=S)NC(=O)Cc2ccccc2)cc1,-2%,1%,3%,-12%,-2%,-9%,-0.2%,-4,2
Cc1cccc(C2CC(=O)Nc3cc4c(cc32)OCO4)c1 (centres undefined),-4%,u,16%,-15%,-5%,-1%,0.8%,4,-1
NC(=O)C1(S(=O)(=O)c2ccccc2)CCCCC1,-3%,-1%,1%,-16%,3%,2%,1.7%,0,6
Nc1ccc2c(c1)OCCOCCOCCOCCOCCO2,-2%,0%,10%,u,-4%,5%,-3.2%,9,-15
CCc1cc2c(=O)c(-c3nc4ccccc4n3C)c(C(C)C)oc2c(CN2CCN(C)CC2)c1O,-4%,-5%,2%,-14%,u,39%[activator],-0.5%,-8,6
CC1(C)CC(=O)C2=C(C1)N(N1CCOCC1)C(N)=C(C#N)C2c1cccs1 (centres undefined),-4%,2%,1%,-17%,-10%,10%[57.1 µM],-0.7%,-4,1
CCOC(=O)c1ccccc1NC(=O)N(Cc1ccc(CC)cc1)Cc1cn[nH]c1-c1ccc(OC)cc1,-6%,-4%,9%,-13%,-3%,5%,2.4%,4,-1
CCCCCCCN1CCC(=O)N([C@H](CO)CC(C)C)CC1,-3%,2%,9%,-6%,0%,8%,0.2%,-6,1
COc1ccc(-c2noc(CCCC(=O)NCC3CCCO3)n2)cc1 (centres undefined),-6%,1%,0%,-13%,1%,4%,0.9%,-2&-1,6
COc1ccc(OCCN2CCN(S(=O)(=O)c3ccccc3C#N)CC2)cc1,-5%,2%,0%,-20%,7%,-1%,0.3%,1,6
CCc1ccccc1NS(=O)(=O)c1cc(Br)cc2c1N(C(=O)C1CC1)CC2,-2%,0%,-7%,-12%,-3%,-1%,-0.3%,-11,-5
CCOC(=O)Cc1csc(NS(=O)(=O)c2ccc(SC)cc2)n1,-3%,-2%,0%,0%,-3%,-3%[57.1 µM],-0.8%,-7,-3
COCc1cc(C)n(CC(=O)NCc2ccccc2)c(=O)c1C#N,-5%,-1%,8%,-10%,1%,21%,4.3%,3,-2

# Only part of the results is shown. The share of hits here may be higher or lower than overall.
